NPR1 activator: GC-A (human) enzyme activation | AID 1671463 | actives 0.14% (n = 370,000) | HEK293 GC-A cells, cGMP TR-FRET, EC30 ANP; 0% at EC30 ANP, 100% saturating ANP | activation, % at 10 µM; in the data active means activation above about 40%
Target sequence (P16066 whole entry, looked up): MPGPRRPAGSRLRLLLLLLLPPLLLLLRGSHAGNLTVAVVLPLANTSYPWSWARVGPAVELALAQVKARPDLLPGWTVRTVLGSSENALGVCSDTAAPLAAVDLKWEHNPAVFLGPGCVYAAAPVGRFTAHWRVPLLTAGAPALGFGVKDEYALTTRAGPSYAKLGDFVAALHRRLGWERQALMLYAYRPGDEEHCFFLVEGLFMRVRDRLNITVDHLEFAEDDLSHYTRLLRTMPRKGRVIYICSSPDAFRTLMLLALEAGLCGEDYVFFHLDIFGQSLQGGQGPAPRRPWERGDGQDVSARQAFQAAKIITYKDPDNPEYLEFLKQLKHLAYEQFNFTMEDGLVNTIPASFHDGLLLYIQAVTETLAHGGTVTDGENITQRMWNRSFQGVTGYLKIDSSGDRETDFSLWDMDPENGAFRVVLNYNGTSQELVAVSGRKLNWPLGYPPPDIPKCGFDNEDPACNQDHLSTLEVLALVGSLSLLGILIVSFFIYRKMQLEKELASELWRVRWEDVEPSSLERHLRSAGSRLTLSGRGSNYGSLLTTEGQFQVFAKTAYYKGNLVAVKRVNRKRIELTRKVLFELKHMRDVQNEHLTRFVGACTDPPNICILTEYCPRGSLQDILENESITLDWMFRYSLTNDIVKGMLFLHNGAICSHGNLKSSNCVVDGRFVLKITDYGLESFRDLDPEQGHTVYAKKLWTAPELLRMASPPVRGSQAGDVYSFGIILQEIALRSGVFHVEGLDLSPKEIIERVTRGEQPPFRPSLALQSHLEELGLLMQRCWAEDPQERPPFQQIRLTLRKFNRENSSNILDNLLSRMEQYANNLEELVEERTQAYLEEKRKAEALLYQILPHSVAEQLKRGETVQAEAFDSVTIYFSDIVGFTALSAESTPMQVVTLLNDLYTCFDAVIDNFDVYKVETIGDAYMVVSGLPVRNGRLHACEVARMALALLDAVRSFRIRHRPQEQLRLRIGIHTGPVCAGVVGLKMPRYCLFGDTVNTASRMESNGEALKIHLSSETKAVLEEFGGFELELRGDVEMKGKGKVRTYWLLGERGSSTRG
SMARCA2 act: increases SMARCA2 function in MMTV reporter cells | AID 652017 | MG213 cells, MMTV-luciferase reporter, dexamethasone, overnight | activation, % at 9.1 µM | actives 1% (n = 370,000); in the data active means activation above about 7.8%;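 further: 0% = vehicle wells and 100% = reference activator wells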
Rev-erbA mod: modulators of human Rev-erb alpha DNA binding. P20393. Rev-erbα–FITC-DNA binding, fluorescence polarization, 90 min. activity, % at 10 µM. actives 0.79% (n = 370,000). AID 1259318;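 active means activity above about 14%, limit read from the data; passing the limit was not always enough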;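 further: 0% = DMSO wells with 35 nM protein and 100% = DMSO wells with 750 nM protein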
rCAG RNA binder: r(CAG) repeat RNA binding; inhibition, % at 3 µM; actives 1.3% (n = 370,000); TO-PRO-1 dye displacement fluorescence;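 active means inhibition above the plate cutoff, the mean of all test compounds on that plate plus 3 SD, cut at about 35% in these data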;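 further: 0% = DMSO alone and 100% = 100 µM mitoxantrone as full dye displacement; higher means more dye released from RNA so lower well fluorescence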
ABHD4 inh: ABHD4 (mouse) inhibition, primary FP screen | Q8VD66 | purified mABHD4, FP-Rh probe fluorescence polarization | inhibition, % at 8.92 µM | actives 0.54% (n = 370,000) | AID 720543;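 active means inhibition exceeding the mean over every tested compound plus 3 SD, cut at about 30% in these data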;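 further: 0% = plate median of compound wells and 100% = S159A mutant with DMSO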
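assay system = mABHD4 protein | compound dosing = single nominal dose of 8.92 µM, 0.89% DMSO final | read-out basis = percent inhibition of probe binding, normalized to plate controls | schedule = Enzyme–compound pre-incubation 45 min, then probe 60 min, both 25 °C | detection = fluorescence polarization, excitation 525 nm, emission 598 nm, BODIPY TMR filters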
ARFGAP1 inhibitor: rat ARFGAP1 inhibition. Q62848. Arfgap1-stimulated ARF1 GTP hydrolysis, GDP FP detection. inhibition, % at 16.5 µM. actives 0.26% (n = 360,000). AID 651572;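 active means inhibition above a per-plate limit, mean inhibition of low control wells plus 3 SD, cut at about 25% in these data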;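 further: 0% = DMSO wells with enzyme and 100% = wells lacking Arfgap1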
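material = rat Arfgap1 catalytic domain, aa 1-136 | also added = human ARF1(Δ1-17)-GTP substrate | compound dosing = one concentration, 16.5 µM, DMSO 1.26% | times = GTP hydrolysis reaction 2 h at 25 °C | measured by = FP, GDP Alexa 633 tracer displaced from anti-GDP antibody, 620/688 nm | evaluation = percent inhibition of Arfgap1-stimulated GTP hydrolysis | replication = single well per compound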
NPR2 activator: GC-B (human) receptor activation; HEK293-GC-B cells, CNP EC30, cGMP TR-FRET; 0% at EC30 CNP, 100% saturating CNP; activation, % at 10 µM; actives 0.11% (n = 370,000); AID 1920062;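 active means activation at 10 µM reaching about 35% in either raw or pattern-adjusted values, limit read from the data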
HTRA1 inhibitor: blocks human HTRA1 serine peptidase; Q92743; recombinant HTRA1, FP-rhodamine activity-based probe, fluorescence polarization; inhibition, % at 5.96 µM; actives 0.5% (n = 340,000); AID 504803; in the data active means inhibition above about 36%;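 further: 0% = enzyme with DMSO and 100% = wells lacking enzyme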
PG9 binder: small molecules binding HIV-1 gp120 antibody PG9. actives 0.43% (n = 360,000). TR-FRET gp120-PG9 antibody binding. inhibition, % at 6.7 µM; in the data active means inhibition above about 8.5%
ASAP1 GAP inh: inhibitors of human ASAP1 ArfGAP activity; ASAP1-stimulated ARF1 GTP hydrolysis, GDP FP detection; inhibition, % at 16.5 µM; Q9ULH1; actives 0.19% (n = 360,000); in the data active means inhibition above about 25%;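 further: 0% = vehicle with enzyme and substrate and 100% = no enzyme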
Starred values were filed as active, the others as inactive; x = not tested or not shown.

Value order – NPR1 activator	SMARCA2 act	Rev-erbA mod	rCAG RNA binder	ABHD4 inh	ARFGAP1 inhibitor	NPR2 activator	HTRA1 inhibitor	PG9 binder	ASAP1 GAP inh
- OC(CN1CCOCC1)C12CC3CC(CC(C3)C1)C2 (stereo unspecified)
  4.3	-2.2	1.4	-3.4	4.8	-4.3	1.4	3.6	-0.8	4.5
- COC(=O)c1ccccc1NC(=O)CCCN1C(=O)C(c2ccccc2)Oc2cccnc21 (stereo unspecified)
  -6.8	3.9	1.2	-1.6	-1.2	4.4	-4.2	-8.0	-2.6	-4.6
- Cc1ccc(N=C(N)N=C(N)N)cc1
  0.4	-0.5	3.9	-0.9	4.5	-3.9	3.8	4.0	-1.0	-1.8
- CCn1cc(C(=O)NCCCN(CC(C)C)CC(C)C)c(=O)c2cc(S(=O)(=O)N3CCOCC3)ccc21
  4.1	-0.5	-0.3	0.6	-3.0	5.8	-0.4	-4.6	-1.7	-7.4
- CC(C)Cc1nnc(NS(=O)(=O)c2ccc(Cl)cc2)s1
  3.0	-4.8	-2.3	18.1	-1.2	-1.8	2.2	-5.4	-2.1	-6.2
- CCOC(=O)C1=CN(Cc2ccccc2)CCC1=O
  1.7	-6.2	-4.4	3.0	-2.4	-11.3	3.5	1.0	-0.1	-12.3
- COc1ccc(OCc2nnc(SCC(=O)N3CCCc4ccccc43)n2-c2ccc(C)cc2)cc1
  -8.2	-1.8	0.0	-2.0	-0.5	-5.3	-9.0	-33.9	0.1	3.7
- CC(c1ccccc1)N1C(=O)CC(Sc2ncccc2C(=O)O)C1=O (stereo unspecified)
  -1.4	3.1	-6.8	-0.2	-9.4	8.3	2.4	-0.6	0.4	8.2
- COC(=O)C1=C(C)N(Cc2ccccc2C(F)(F)F)C(=NCc2ccc(C(F)(F)F)cc2)NC1c1cccc(F)c1 (stereo unspecified)
  -7.2	-3.1	2.5	3.9	9.8	11.3	-10.0	x	-0.2	-1.7
- CCCSc1nc(N2CCOCC2)c2c(c1C#N)CC(C)(C)SC2
  11.8	1.0	-0.7	3.3	-0.4	0.5	7.8	-3.2	-1.9	2.0
- CC(C)C(C(=O)Nc1ccc2c(c1)OCCO2)N1C(=O)c2ccccc2C1=O (stereo unspecified)
  -1.9	-0.9	1.3	-4.0	2.1	-3.3	-6.2	3.7	-0.3	-3.2
- CC1(c2nnnn2-c2ccc3c(c2)OCCO3)CCC(=O)N1CC1CCCCC1 (stereo unspecified)
  -0.8	-1.8	-3.6	1.8	-3.1	14.8	-2.9	x	0.3	4.0
- COc1cc2c(cc1OC)C(C(=O)O)C(c1ccc3c(c1)OCO3)N(C)C2=O (stereo unspecified)
  1.0	1.9	-9.4	3.6	0.5	-0.9	1.0	x	0.6	-3.9
- CCCC(=O)Nc1ccc(-c2csc(NNC(C)=O)n2)cc1
  -2.6	12.4*	-0.3	1.3	-7.6	9.4	2.2	-3.4	-1.9	2.2
- CCOC(=O)c1cc(OC(=O)Cc2ccc(OC)c(S(=O)(=O)N3CCOCC3)c2)cc(C(=O)OCC)c1
  6.5	-1.1	1.6	3.8	4.8	-4.5	15.9	8.9	-1.3	1.4
- CC(C)(C)C(=O)Nc1cccc(S(=O)(=O)NC2=NCCC2)c1
  4.4	0.6	-1.1	-0.2	-1.2	9.8	4.8	7.5	0.1	3.8
- CCOc1cc(C(=O)Nc2cc(F)ccc2C)ccc1OCC(=O)N1CCOCC1
  0.8	-1.5	-9.0	-0.4	5.2	-1.8	-2.2	8.6	-1.7	-8.9
- O=C1OC(c2cccc([N+](=O)[O-])c2)C2(CCCC2)C(=O)C12CCCCC2 (stereo unspecified)
  -1.4	-5.9	2.4	-0.4	-4.1	-5.9	1.8	-14.5	-0.1	-9.8
- O=C(CSc1ncnc2sc3c(c12)CCCC3)Nc1ccc(Oc2ccccc2)cc1
  -0.9	-7.1	8.9	9.8	-11.5	x	4.4	x	x	x
- CC(C)=CC(=O)OCC(=O)NC(=O)NC(C)(C)C
  3.7	-2.3	-6.4	-2.6	-4.6	1.6	1.1	1.6	0.1	-9.2

Part of the list above, set out differently.
SMILES: CCOc1cc(C(=O)Nc2cc(F)ccc2C)ccc1OCC(=O)N1CCOCC1
- NPR1 activator: 0.8
- SMARCA2 act: -1.5
- Rev-erbA mod: -9.0
- rCAG RNA binder: -0.4
- ABHD4 inh: 5.2
- ARFGAP1 inhibitor: -1.8
- NPR2 activator: -2.2
- HTRA1 inhibitor: 8.6
- PG9 binder: -1.7
- ASAP1 GAP inh: -8.9
SMILES: O=C1OC(c2cccc([N+](=O)[O-])c2)C2(CCCC2)C(=O)C12CCCCC2 (stereo unspecified)
- NPR1 activator: -1.4
- SMARCA2 act: -5.9
- Rev-erbA mod: 2.4
- rCAG RNA binder: -0.4
- ABHD4 inh: -4.1
- ARFGAP1 inhibitor: -5.9
- NPR2 activator: 1.8
- HTRA1 inhibitor: -14.5
- PG9 binder: -0.1
- ASAP1 GAP inh: -9.8

Next part.
Value order – NPR1 activator	SMARCA2 act	Rev-erbA mod	rCAG RNA binder	ABHD4 inh	ARFGAP1 inhibitor	NPR2 activator	HTRA1 inhibitor	PG9 binder	ASAP1 GAP inh
- CCOc1ccc(NS(=O)(=O)c2ccc(-c3ccc(=O)[nH]n3)o2)cc1
  -2.1	-0.1	0.4	1.8	6.6	-0.9	-3.8	-3.9	-0.9	-8.5
- CCOC(=O)C(CC)n1nc(C)n2c(cc3occc32)c1=O (stereo unspecified)
  -1.6	2.3	-5.7	-0.3	0.7	4.6	1.1	2.0	-0.3	1.2
- COc1ccc(NS(=O)(=O)c2cccc(C(=O)NNC(=O)c3ccc(NC(C)=O)cc3)c2)cc1
  0.2	-1.1	0.5	5.2	3.0	3.0	4.5	-0.4	1.6	7.9
- CCn1c(NCc2ccco2)nc2ccccc21
  -1.5	-0.7	2.6	-1.7	5.0	8.4	-1.0	11.8	0.2	11.3
- CC(C)C[C@H]1CNC(=O)C(=O)N1C[C@H]1CCCN1C[C@H](CC(C)C)N1C[C@H](Cc2ccccc2)N(CC2CCCCC2)C(=O)C1=O
  -1.5	6.7	-3.6	4.2	-1.1	-3.8	3.2	x	-0.9	-6.0
- Cc1ccc(-c2cc(C(=O)N3CCOCC3)c3ccccc3n2)cc1
  5.1	-1.5	-0.4	1.6	-3.0	-4.0	1.1	-12.8	1.5	0.6
- CCOC(=O)/C(Sc1nc(-c2ccccc2)cc(-c2ccccc2)c1C#N)=C(\C)O
  8.4	0.0	1.4	10.6	-3.9	-0.2	-3.6	-19.5	-0.1	14.3
- CCc1ccc(C(=O)NNC(=O)CN2C(=O)NC(CC)(c3ccccc3)C2=O)cc1 (stereo unspecified)
  -0.3	-1.4	0.0	-0.3	3.8	-3.1	-1.9	-2.1	-0.5	-9.3
- Oc1ccc(/C=N/n2cc(-c3ccccc3)[nH]c2=S)cc1
  -0.4	-4.1	9.9	9.3	-8.4	-3.2	-4.9	-1.0	-2.8	-0.5
- CC(CS(=O)(=O)c1cccc2cccnc12)N1CCCCC1 (stereo unspecified)
  -6.5	-1.6	-1.2	5.3	-4.4	-2.8	-5.6	-1.1	0.3	-1.9
- Cc1nn(-c2ccc(Cl)cc2)c(Cl)c1/C=N/NC(=O)c1ccc(NS(=O)(=O)c2cccs2)cc1
  3.2	-1.6	-3.6	61.6*	-70.3	7.5	-0.5	-20.4	-1.7	-11.9
- COc1ccc(-c2cc3nc4n(c(=O)c3s2)CCC4)cc1
  7.7	3.6	-3.3	0.0	2.7	7.5	-6.6	0.5	1.4	6.7
- COc1ccccc1NC(=O)/C(=C/c1cccc([N+](=O)[O-])c1)c1ccccc1
  -6.4	-2.3	-2.5	2.6	8.7	12.3	-7.2	-20.0	-0.9	0.0
- CCOc1ccc(-c2c(C(=O)N/N=C/c3ccc(OC(C)C)cc3)nnn2-c2nonc2N)cc1
  -1.1	1.8	1.1	8.5	-15.2	8.3	6.5	-25.2	-0.8	17.7
- CCc1nnc2c(NCCc3ccccc3)nc3ccccc3n12
  29.1	0.2	-13.8	3.2	2.7	-6.4	33.0	2.5	1.2	4.7
- CCC(C(=O)O)n1nnc(-c2ccc(-c3ccc(OC)cc3)cc2)n1 (stereo unspecified)
  4.3	1.9	-1.8	47.8*	-6.5	-8.4	-6.4	-12.5	-1.2	-1.7
- CN(Cc1ccccc1)S(=O)(=O)c1ccc(NC(=S)NC(=O)C2CCCC2)cc1
  1.2	-2.9	-0.1	9.6	-6.0	-5.0	0.5	-67.3	-0.2	-0.2
- Cc1ccc(COc2ccc(CNCCCN3CCCCCC3=O)cc2)cc1
  -10.2	1.2	2.2	-0.1	11.3	5.7	-7.5	5.7	0.3	-0.9
- O=c1[nH]c(CSc2ncnc3sc(-c4ccccc4)cc23)nc2ccccc12
  4.6	0.1	38.7*	8.0	-5.2	1.1	-6.6	-2.8	-1.3	3.7
- CCCN1CCCCC(NC(=O)c2c(F)cccc2F)C1=O (stereo unspecified)
  5.0	-0.1	-3.2	1.4	-3.2	12.2	-1.2	x	-1.0	12.9
- Nc1nnc(C(c2ccccc2)c2ccccc2)s1
  0.2	-5.7	-0.5	1.2	-6.7	-7.0	0.0	1.6	0.0	5.4
- O=C(NCCCn1ccnc1)C(=O)NCC(c1cccnc1)N1CCN(c2ccccc2)CC1 (stereo unspecified)
  0.1	-1.1	1.3	1.7	-3.3	-6.3	-1.2	0.7	-1.9	10.7
- CC(NCC(O)COc1ccccc1)C1COc2ccccc2O1 (stereo unspecified)
  -3.2	0.5	-2.1	-1.1	-1.1	-1.4	2.6	-3.1	-2.5	15.1
- COc1ccc(/C=C/C(=O)c2ccoc2)cc1
  -3.9	0.4	6.7	10.3	-5.0	-10.7	-2.6	-2.1	0.6	-9.9
- Cc1cc(C)cc(Nc2ccc(C(=O)O)cc2N)c1
  -6.1	-1.0	-7.5	7.8	11.6	-4.9	-4.7	22.7	-11.3	5.2
- COc1ccc(CCN2Cc3c(N)cccc3C2=O)cc1OC
  -2.5	-2.6	-5.4	5.3	-3.8	-12.8	1.7	2.5	-2.0	-9.8
- CCOc1cc(C)ccc1OCc1nnc(SCC(=O)c2cccc([N+](=O)[O-])c2)n1C
  1.4	2.2	0.4	10.7	12.4	-5.3	-1.2	-5.0	-2.4	-13.8
- COc1ccccc1NS(=O)(=O)c1ccc(C)c(NC(=O)NC2CCCCC2)c1
  0.9	-0.7	0.9	4.0	-16.1	1.4	-0.1	-12.3	-0.3	-2.2
- CCOc1cc(N2CCOCC2)c(OCC)cc1NC(=O)COC(=O)c1ccccc1OC(F)F
  20.4	-2.9	3.2	1.4	-1.6	9.0	27.0	-6.6	-0.4	10.5
- Cc1ccc(Oc2ccc(N)cc2)cc1
  -3.2	1.4	-0.3	4.8	3.5	-0.4	3.2	0.0	-1.4	-11.0
- NC(=O)c1ccc(-n2nc(C(F)(F)F)c3c2CCCC3)cc1
  -3.3	3.4	5.6	-1.8	4.1	16.6	-4.6	-5.8	-1.5	-5.6
- NC(=O)c1ccsc1NC(=O)Cc1ccc([N+](=O)[O-])cc1
  -0.3	-1.6	2.2	6.2	1.3	8.6	2.4	4.6	1.0	10.7
- Cc1cc2cc(CN(Cc3cccs3)C(=S)NCc3ccco3)c(=O)[nH]c2cc1C
  3.9	0.1	3.1	11.1	-32.3	-11.7	1.1	-67.3	1.4	10.5
- CCc1nc(N(CC)CC)c2oc3ccccc3c2n1
  1.4	-5.2	3.4	-2.6	-2.6	-4.3	-10.9	-10.4	-1.3	-12.7

Assay outcomes as filed in PubChem.
